Assay outcomes (PubChem BioAssay)
A-T KAP1 phos – qHTS Assay for Identifying a Potential Treatment of Ataxia-Telangiectasia; […] A-T fibroblasts, KAP-1 phosphorylation AlphaLISA; neocarzinostatin DNA damage 30 min before lysis; Potency, µM (series often up to 57.5 µM), without a hit: at the top dose activation, hits mostly activators; 0.19% of 320,000 active; AID 485349, 2010; also: potency is read from the fitted curve at half-maximal effect; % of control where 0% means no effect; nearly all actives have a fitted effect of over 45% in size
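hTERT-immortalized A-T patient fibroblasts ([…]), 500 cells/well in OPTI-MEM, 1% FBS, got compounds for 60 min, then NCS for 30 min at 37C. Lysates were then assayed for phospho-KAP-1 by AlphaLISA (anti-pKAP1 donor, anti-KAP1 acceptor beads), 6 hr at 25C.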
TSHR antagonist – Antagonists of the Thyroid Stimulating Hormone Receptor: HTS campaign. TSHR-expressing cells, TSH-stimulated cAMP HTRF, 2 h; active compounds read low. activity change, negative = inhibition, % at 11.5 µM. 0.2% of 330,000 active;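 active = activity change below a set negative limit, meaning inhibition stronger than a set level, cut at about -70% in these data; inconclusive = activity change between two set negative limits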; also: % is scaled to controls: 0 for no effect and ±100 for the full control effect
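Cell-based HTRF cAMP assay; TSHR cells + compound, TSH EC80 (4nM final), 2 h, 37 deg C. Lysis with anti-cAMP cryptate and cAMP-d2, 30 min RT, read 665/620 nm.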
S-ASM inh – Inhibitors of Secretory Acid Sphingomyelinase (S-ASM): qHTS; Sphingomyelin phosphodiesterase (Homo sapiens), P17405; placental ASM, HMU-PC fluorogenic substrate, 60 min; Potency, µM (highest dose often 57.5 µM), inactives show at the highest dose activity change, negative = inhibition, actives largely listed as inhibitors; 0.006% of 340,000 active; also: potency is read from the fitted curve at half-maximal effect
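Fluorescence read-out (Ex 386 nm, Em 447 nm) after stopping the reaction at pH 10. Enzyme: ASM from human placenta; substrate HMU-PC0, 9 uM final; 60 min, 37 °C. Compound preincubation 10 min, ambient temperature.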
MBNL1-CUG inh – qHTS Assay for Inhibitors of MBNL1-poly(CUG) RNA binding; Muscleblind-like protein 1 (Homo sapiens), Q9NR56; 0.036% of 280,000 active; Potency, µM (top dose mostly 57.5 µM), for inactives: at the highest dose activity change, negative = inhibition, most hits filed as inhibitors; TR-FRET MBNL1-His/biotin-(CUG)12 binding, 665/545 ratio; active = well fitted inhibition curve with a large enough effect in the signal ratio, with a control signal flat, not every such curve was filed as active; inconclusive = small, poorly fitted or top-dose-only effect, or effect the other way, or a change in a side signal; inactive = no such curve, though single readings can be large or run the other way; the % refers to the signal ratio; also: potency is read from the fitted curve at half-maximal effect; % is scaled to controls: 0 for no effect and ±100 for the full control effect
Target sequence (Q9NR56 whole entry, looked up): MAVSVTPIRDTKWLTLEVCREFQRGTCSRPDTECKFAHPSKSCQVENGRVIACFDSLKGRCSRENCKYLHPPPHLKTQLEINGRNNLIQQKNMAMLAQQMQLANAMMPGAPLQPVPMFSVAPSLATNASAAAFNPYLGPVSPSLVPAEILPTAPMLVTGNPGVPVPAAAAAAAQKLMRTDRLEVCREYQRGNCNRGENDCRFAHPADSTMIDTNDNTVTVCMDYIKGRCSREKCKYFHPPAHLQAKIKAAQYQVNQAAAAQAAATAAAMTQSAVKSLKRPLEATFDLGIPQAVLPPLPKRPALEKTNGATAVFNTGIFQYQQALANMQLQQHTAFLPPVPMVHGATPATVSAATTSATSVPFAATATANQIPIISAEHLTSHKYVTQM
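TR-FRET between His-tagged MBNL1 and biotin-(CUG)12 RNA, detected with Tb anti-His antibody (0.055 ng/ul) and streptavidin-XL665 (5 nM), 60 min at room temperature. Compounds titrated 92 nM to 58 uM; 665/545 nm ratio normalized to buffer and complex controls.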
a7 integrin act – qHTS for Activators of Integrin-Mediated Alleviation for Muscular Dystrophy; alpha7betagal myoblasts, beta-gal FDG fluorescence, 48 h; Potency, µM (top dose mostly 38.3 µM), for the others: top-dose activation, most hits filed as activators; 0.064% of 350,000 active; AID 624291, 2012;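 also: potency is read from the fitted curve at half-maximal effect; 100% = response of the positive control SU9516; nearly all actives have a fitted effect of over 60% in size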
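alpha7betagal+/- myoblasts (passage 13, 250/well) treated 48 h at 37C with compounds at 1:260 dilution of DMSO stock. Lysed, then beta-galactosidase activity read as FDG fluorescence (ex 480/em 540) after 30 min, with pre-read for autofluorescence.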
TCR act – Activators of T cell receptors: qHTS campaign | AID 504894, 2011 | 330,000 tested, under 10 active | Potency, µM (titrated, usually from 9.22 µM), for the others: at the highest dose activation of IL-2 secretion, actives largely listed as activators | primary human leukocytes, anti-CD3, IL-2 HTRF, 48 h; also: % of control where 0% means no effect
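TCR engagement came from a-CD3 beads alone, with compounds added to primary human leukocytes for 48 hr. Secreted IL-2 bridged europium cryptate- and d2-labelled anti-IL-2 antibodies, giving FRET emission at 665nm after 320nm excitation.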
Mito fusion act – qHTS Assay for Small Molecule Inhibitors of Mitochondrial Division or Activators of Mitochondrial Fusion | 0.23% of 320,000 active | S. cerevisiae fusion-defective mutant growth rescue, CellTiterGlo 48 h | Potency, µM (series often up to 46.1 µM), without a hit: at the highest dose growth rescue (activation), actives largely listed as activators;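 also: potency is read from the fitted curve at half-maximal effect; % of control where 0% means no effect; nearly all actives have a fitted effect of over 45% in size; temperature-sensitive fusion mutants such as fzo1-1 at 37 °C on non-fermentable ethanol glycerol medium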
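Temperature-sensitive fusion-defective S. cerevisiae (e.g. fzo1-1, mgm1-5) were grown with compound in YPEG medium (3% ethanol, 3% glycerol) for 48 hours at 37C. Growth rescue was measured as viability by CellTiterGlo luminescence after 10 minutes at ambient.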
Menin-MLL TR inh – qHTS Assay for Inhibitors Targeting the Menin-MLL Interaction in MLL Related Leukemias: Competition With Texas Red Labeled MLL-derived Mutant Peptide | Menin + Texas Red MLL mutant peptide, fluorescence polarization | Potency, µM (highest dose often 61.6 µM), without a hit: at the highest dose FP activity change, negative = inhibition, usual class: inhibitors | 0.23% of 270,000 active; active = well fitted inhibition curve with a large enough effect in the polarisation, with a control signal flat, not every such curve was filed as active; inconclusive = small, poorly fitted or top-dose-only effect, or effect the other way, or a change in a side signal; inactive = no such curve, though single readings can be large or run the other way; the % refers to the polarisation; also: potency is read from the fitted curve at half-maximal effect; % of control where 0% means no effect; many of its hits are not listed in these tables
PTAP TSG101 blk – qHTS Assay for Iinhibitors of HIV-1 Budding by Blocking the Interaction of PTAP/TSG101. Tumor susceptibility gene 101 protein (Homo sapiens), Q99816. Fluorescence polarization, FITC-PTAP peptide / Tsg101 binding. Potency, µM (highest dose often 115 µM), without a hit: at the highest dose activity change, negative = inhibition, usual class: inhibitors. 340,000 tested, under 10 active; active = well fitted inhibition curve with a large enough effect in the main read-out, with a control signal flat, not every such curve was filed as active; inconclusive = small, poorly fitted or top-dose-only effect, or effect the other way, or a change in a side signal; inactive = no such curve, though single readings can be large or run the other way; also: potency is read from the fitted curve at half-maximal effect; % of control where 0% means no effect
Target sequence (Q99816 whole entry, looked up): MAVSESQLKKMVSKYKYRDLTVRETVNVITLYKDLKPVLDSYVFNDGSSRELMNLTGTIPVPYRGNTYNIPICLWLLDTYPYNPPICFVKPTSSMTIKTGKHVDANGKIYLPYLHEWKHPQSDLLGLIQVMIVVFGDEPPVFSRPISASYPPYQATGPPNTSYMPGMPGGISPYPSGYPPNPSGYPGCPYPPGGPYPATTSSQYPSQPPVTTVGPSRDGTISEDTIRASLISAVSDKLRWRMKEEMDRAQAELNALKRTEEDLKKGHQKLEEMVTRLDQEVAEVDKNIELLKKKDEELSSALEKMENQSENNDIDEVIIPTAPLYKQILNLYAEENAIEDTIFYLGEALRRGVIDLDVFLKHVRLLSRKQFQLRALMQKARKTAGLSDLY
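Tsg101 binding domain (10 uM final) was mixed with compound and a FITC-labeled PTAP peptide (50 nM final) in HEPES pH 7.5 buffer with NaCl, Tween 20, EDTA and TCEP; fluorescence polarization was read after 20 min at r.t.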
MLL CXXC-DNA inh – qHTS Fluorescence Polarization Assay for Inhibitors of MLL CXXC domain - DNA interaction | Histone-lysine N-methyltransferase 2A (Homo sapiens), Q03164 | MLL-CXXC / FITC-HOXA9 DNA fluorescence polarization | Potency, µM (doses to about 115 µM), for inactives: at the top dose activity change, negative = inhibition, most hits filed as inhibitors | 0.037% of 290,000 active; active = well fitted inhibition curve with a large enough effect in the polarisation, with a control signal flat, not every such curve was filed as active; inconclusive = small, poorly fitted or top-dose-only effect, or effect the other way, or a change in a side signal; inactive = no such curve, though single readings can be large or run the other way; the % refers to the polarisation; also: potency is read from the fitted curve at half-maximal effect
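Purified MLL-CXXC (added from a 7 uM solution) was preincubated 5 min at ambient with pinned compounds in 50 mM Tris-HCl pH 7.5, 50 mM NaCl, 1 mM DTT, 0.05% BSA. Fluorescein-labeled HOX-A9 DNA (50 nM solution) followed, 30 min, then polarization read.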
Numbers without * were called inactive; u = inconclusive; x = not tested or not shown; [ ] = dose if it differs, or a comment. Unless noted, calls follow the shape of the dose curve; as a rule, active = well fitted curve in the direction sought with a large enough effect; inconclusive = small, poorly fitted or top-dose-only effect, or another doubt; inactive = no such curve, though single readings can be large; an effect the other way counts as inactive or inconclusive. A portion of the library, so the mix of outcomes need not match the whole.

SMILES	A-T KAP1 phos	TSHR antagonist	S-ASM inh	MBNL1-CUG inh	a7 integrin act	TCR act	Mito fusion act	Menin-MLL TR inh	PTAP TSG101 blk	MLL CXXC-DNA inh
CS(=O)(=O)Nc1ccccc1C(=O)NCCSc1ccccc1	2%	3	17%	1%	-12%	x	-4%	0%	-3%	4%
CC(CNC(=O)CCc1ccccc1)NC(=O)CCc1ccccc1 (stereo not drawn)	x	x	1%	x	-2%	-1%	x	x	-2%	x
CN1CCC(=NNc2ccc(S(=O)(=O)N3CCOCC3)cc2[N+](=O)[O-])CC1	1%	-6	-6%	u	-19%	-3%[46.1 µM]	-1%	-1%	-1%	-7%
Cc1cc(C)nc(N/C(=N\S(=O)(=O)Cc2ccccc2)Nc2ccccc2Br)n1	9%	1	-8%	-10%	-22%	0%	22µM*	u	0%	4%
Cc1ccc(-c2csc3ncnc(N4CCc5ccccc5C4)c23)cc1	-4%	-41	-9%	-3%	-2%	12%[46.1 µM]	9%	u	3%	6%
O=C(c1ccc(OC2CCN(C/C=C/c3ccc(F)cc3)CC2)cc1)N1CCCCC1	7%	31	2%	-10%	-24%	3%	-9%	x	0%	-1%
O=C(c1ccco1)N1CCN(c2nc(C(F)(F)F)nc3c2nnn3Cc2ccccc2)CC1	0%	u	-12%	3%	-15%[7.66 µM]	-6%[46.1 µM]	15%	-4%	-5%	1%
S=C(Nc1ccc(Cl)cc1)N1CCCC1	-2%	-3	2%	x	-12%	4%[46.1 µM]	-6%	-2%	-2%	1%
COC(=O)C1=C(C)NC(=S)NC1c1ccc(-c2cccc(Cl)c2)o1 (stereo not drawn)	-3%	9	5%	x	6%	-9%[46.1 µM]	u	u	-6%	13%
COc1ccccc1CNC(=O)COC(=O)c1cc([N+](=O)[O-])ccc1N1CCOCC1	8%	0	-1%	u	-1%	-3%	-1%	x	-1%	-3%
C#CCOCCOCCOCCNc1nc(N2CCOCC2)nc(N2CCN(C(=O)[C@H](CCC(=O)O)n3cc(C(N)[C@H](C)CC)nn3)CC2)n1 (stereo partly drawn)	-17%	24	8%	-9%	-1%	1%	-1%	0%	-3%	10%
CCOC(=O)c1ccc2c(c1)nc(SCC(=O)NC(C)C)n2CC	-12%	8	-2%	-5%	-23%	-2%	-6%	-16%	-2%	-5%
COc1ccc(-n2nc3c(c2NC(=O)C2CCCC2)CS(=O)(=O)C3)cc1	7%	1	-1%	0%	-3%	6%	-2%	x	x	8%
CC(C)Cn1c(SCC(=O)Nc2cccc(S(N)(=O)=O)c2)nc2ccccc2c1=O	2%	15	-7%	26%	16%	-23%	-7%	9%	1%	0%
C#CCOCCOCCOCCNc1nc(N2CCN(C(=O)[C@H](CCCCN)n3cc(C(N)[C@H](C)CC)nn3)CC2)nc(N2CCN(C(=O)[C@H](CCC(=O)O)n3cc(C(N)[C@H](C)CC)nn3)CC2)n1 (stereo partly drawn)	1%	-4	17%	-19%	4%	8%	-1%	-20%	-2%	-27%
Cc1sc2nc(SCC(=O)Nc3c(C)n(C)n(-c4ccccc4)c3=O)n(C)c(=O)c2c1C	0%	0	4%	-6%	1%	0%	0%	1%	-7%	1%
O=C(COC(=O)CCCc1c[nH]c2ccccc12)Nc1ccc2c(c1)OCO2	2%	7	-5%	5%	-1%	-31%	-1%	u	-6%	-14%
C=C(C)CSc1[nH]c(=O)cc(C)c1C#N	6%	-5	-3%	-26%	-4%	4%	6%	-13%	0%	-3%
CC(Sc1cccc2cccc(C(=O)O)c12)C(=O)O (stereo not drawn)	6%	2	0%	-3%	5%	-2%	11%	-15%	-7%	0%
O=C(O)c1ccc(NC(=S)NC(=O)c2cccnc2)cc1	-8%	-2	0%	0%	8%	1%	1%	-8%	-4%	-2%
Cc1ccc(CCNS(=O)(=O)c2ccc3c(c2)NC(=O)CCS3)cc1	1%	-8	-1%	-17%	17%	1%	0%	12%	-5%	-3%
C=C(C)CN=C1SC(C(=O)Nc2sc3c(c2C(=O)OC)CCC3)C(N)=C1C(N)=O (stereo not drawn)	-1%	-2	198%[activator]	10%	-45%[inhibitor]	-7%[46.1 µM]	19%	u	-4%	-5%
O=c1c(-c2ccc(F)cc2)coc2c3c(ccc12)OCCO3	-12%	9	7%	-5%	2%	4%	-4%	u	-2%	49%[activator]
CC1CN(C(=O)c2cccc(S(=O)(=O)Nc3ccccc3Cl)c2)CC(C)O1 (stereo not drawn)	3%	-9	-2%	1%	3%	-1%	1%	x	x	12%
O=C(c1ccc(-n2c(SCc3cccc(F)c3)nc3ccccc3c2=O)cc1)N1CCOCC1	-1%	-2	-10%	-6%	-8%	0%[46.1 µM]	0%	-18%	-5%	5%
Cc1ccccc1OCCNC(=O)c1ccccc1Sc1ccccc1C#N	6%	-10	8%	-1%	-2%	3%	11%	9%	-6%	2%
Cc1nn(CCC(N)=S)c2nc(-c3cccs3)cc(C(F)(F)F)c12	3%	6	10%	-2%	0%	2%[46.1 µM]	14%	8%	-3%	8%
Cc1cc(S(=O)(=O)NCC(C)C)ccc1OCC(=O)NCc1ccccn1	x	x	1%	9%	25%	-6%	-1%	-16%	-6%	1%
O=C(NCCCCNC(=O)c1ccc(F)cc1)c1ccc(F)cc1	5%	7	1%	-1%	8%	x	1%	-11%	-4%	1%
O=C(CN1C(=O)NC(c2ccc(F)cc2)C1=O)Nc1ccc2c(c1)OCCO2 (stereo not drawn)	-5%	-4	-6%	x	11%	x	2%	x	1%	x
CNC(=O)NC(=O)COc1ccc2oc3c(c2c1)CCCC3	1%	-13	1%	3%	2%	4%	23%	18%	0%	3%
CCOC(=O)c1[nH]c2ccccc2c1NC(=O)c1ccco1	-8%	-4	2%	18%	5%	0%	8%	24%	-6%	-4%
O=[N+]([O-])c1cc(S(=O)(=O)C(F)(F)F)ccc1Sc1nc2ccccc2[nH]1	-1%	-11	-13%	u	-45%[inhibitor]	1%	-3%	u	-1%	1%
Cc1cc(NC(=O)C2CC=CCC2C(=O)O)ccc1NC(=O)c1ccccc1 (stereo not drawn)	5%	16	4%	1%	17%	2%	-2%	x	2%	17%
CC(=O)C[C@H](O)CC(=O)[C@H]1OC(=O)CCCCC/C=C/Cc2ccccc21	5%	-23	4%	x	9%	1%	x	x	-4%	x
CCCCC(=O)Nc1cc(-c2nc3ncccc3o2)ccc1C	-4%	-3	2%	-3%	3%	0%	12%	-9%	1%	-1%
Cc1c(C(=O)Nc2ccccc2)oc2c1C(=O)CC(C)(C)C2	-4%	-1	-5%	-8%	-21%	-3%	11%	-19%	-3%	17%
CCOc1cc(/C=N/NC(=O)C(=O)N2CCCC2)ccc1O	-4%	2	-2%	7%	0%	4%	-5%	16%	0%	-5%
COc1ccc(-c2c(C#Cc3ccsc3)c3cc(-c4ccc(C(N)=O)cc4)ccc3n2C)cc1	-4%	12	7%	x	3%	2%	x	x	-5%	x
COc1ccc(/C=N/NC(=O)c2ccc(N3CCCC3=O)cc2)cc1	-1%	1	-2%	17%	-5%	-10%	-3%	x	-5%	3%
COc1ccc(-c2cc(=O)oc3cc(OC(=O)C4CCCCC4)ccc23)cc1	-4%	-11	5%	x	15%	9%[46.1 µM]	3%	1%	-2%	74%[activator]
CCCCn1nc(C(=O)Nc2cc(S(=O)(=O)N(C)C)ccc2C)c2ccccc2c1=O	4%	-8	4%	-1%	38%	-19%	-1%	x	-5%	6%
CC(C)N(Cc1ccccc1)C(=O)CN1C(=O)COc2ccc(S(=O)(=O)NC3CCCC3)cc21	-7%	-7	-2%	-4%	u	0%	17%	-15%	-2%	2%
CC(C)n1cc(CN2CCN(C)C(CCO)C2)c2ccccc21 (stereo not drawn)	-3%	19	8%	-3%	6%	-1%	0%	6%	0%	0%
CCCCNC(=O)c1cc2c(C)cc(C)cc2[nH]1	-7%	1	-1%	1%	2%	9%	9%	x	-2%	-7%
